Screening data as filed in PubChem.
PABP1 MLLE inh = inhibitors of PABP1 MLLE–PAM2 peptide binding, primary screen, biochemical, fluorescence polarization, FITC-PAM2, GST-MLLE | inhibition, % at 20 µM | 0.36% of 360,000 active; in the data active = inhibition above about 35%, passing the limit was not always enough;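 also: plate controls were DMSO wells with GST-MLLE for no effect and wells lacking GST-MLLE protein for full effect; some results filed as inactive read as strong as hits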
SUMO1 PPI mod = modulators of SUMO1 protein-protein interactions, primary screen, biochemical, uHTS. 0.33% of 360,000 active. inhibition, % at 20 µM. AID 602429, 2012. SUMO1 binding to a labelled peptide, TR-FRET, 1 h; in the data active = inhibition above about 37%
Target sequence (P63165 whole entry, looked up): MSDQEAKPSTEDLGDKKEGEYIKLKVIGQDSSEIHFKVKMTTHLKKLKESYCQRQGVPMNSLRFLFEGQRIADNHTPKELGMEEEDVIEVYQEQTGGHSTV
DNMT1 block = human DNMT1 methyltransferase inhibitors, primary screen, biochemical, molecular beacon, fluorescence, HinP1I cleavage, uHTS. DNA (cytosine-5)-methyltransferase 1 (Homo sapiens), P26358. inhibition (reported as % activation of signal), % at 10 µM. 0.83% of 360,000 active. AID 588458, 2011; in the data active = inhibition above about 50%
Tb MetRS inh = T. brucei MetRS inhibitors, primary screen, biochemical, luminescence. methionyl-tRNA synthetase (Trypanosoma brucei brucei). purified T. brucei MetRS, ATP depletion, Kinase-Glo luminescence. 0.4% of 360,000 active. inhibition, % at 11.9 µM;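 active = inhibition above a per-plate cutoff of the control wells' mean inhibition plus 3 SD, cut at about 5.5% in these data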;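 also: 0% = DMSO wells median and 100% = median of wells with control inhibitor compound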
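technique = Kinase-Glo luminescence, ATP depletion format | system = purified MetRS (methionyl-tRNA synthetase) enzyme from Trypanosoma brucei | timing = 15 min preincubation, 2 h reaction, all 25 °C | evaluation = percent inhibition versus plate control medians | dosing = single dose, 11.9 µM final nominal, 0.9% final DMSO | also added = substrates ATP, L-methionine and bulk Escherichia coli tRNA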
Scp-1 inhibitor = Scp-1 phosphatase inhibitors, primary screen, biochemical, colorimetric, uHTS | 0.88% of 340,000 active | Recombinant Scp1, phosphopeptide, malachite green phosphate absorbance | inhibition, % at 20 µM;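 active = inhibition above about 50% at 20 µM, limit read from the data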;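 also: plate controls were DMSO wells with enzyme for no effect and wells lacking enzyme for full effect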
Target sequence (Q9GZU7 76-261 limits assumed): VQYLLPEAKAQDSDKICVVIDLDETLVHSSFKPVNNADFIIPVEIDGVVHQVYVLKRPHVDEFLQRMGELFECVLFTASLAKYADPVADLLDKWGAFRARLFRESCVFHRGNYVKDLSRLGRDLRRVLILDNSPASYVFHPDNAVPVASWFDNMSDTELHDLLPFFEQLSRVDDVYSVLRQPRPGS
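Test system – truncated SCP-1 phosphatase (76-261aa) · Reagent – Phosphorylated 17-residue peptide substrate · Incubation – 45 min room-temperature reaction, 5 min colour, 30 min stabiliser · Detection – colorimetric phosphate reagent with accelerator and stabiliser, absorbance at 630 nm · Measure – % inhibition at 20 µM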
NadD inh = inhibitors of S. aureus NadD, primary screen, biochemical, colorimetric, uHTS; purified NadD enzyme, colorimetric absorbance read-out; 0.78% of 360,000 active; inhibition, % at 20 µM; AID 602399, 2012; in the data active = inhibition above about 26%; also: some compounds past the cut are filed as inactive
STEP inh = STEP phosphatase inhibitors, primary screen, biochemical, fluorescence intensity, uHTS; Tyrosine-protein phosphatase non-receptor type 5 (Homo sapiens), P54829; recombinant STEP, OMFP fluorogenic substrate; inhibition, % at 20 µM; 0.25% of 360,000 active;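 active = inhibition at 20 µM, scaled per plate between control wells, above about 37%, limit read from the data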;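 also: 0% = DMSO with enzyme and substrate and 100% = substrate only without enzyme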
Target sequence (P54829 whole entry, looked up): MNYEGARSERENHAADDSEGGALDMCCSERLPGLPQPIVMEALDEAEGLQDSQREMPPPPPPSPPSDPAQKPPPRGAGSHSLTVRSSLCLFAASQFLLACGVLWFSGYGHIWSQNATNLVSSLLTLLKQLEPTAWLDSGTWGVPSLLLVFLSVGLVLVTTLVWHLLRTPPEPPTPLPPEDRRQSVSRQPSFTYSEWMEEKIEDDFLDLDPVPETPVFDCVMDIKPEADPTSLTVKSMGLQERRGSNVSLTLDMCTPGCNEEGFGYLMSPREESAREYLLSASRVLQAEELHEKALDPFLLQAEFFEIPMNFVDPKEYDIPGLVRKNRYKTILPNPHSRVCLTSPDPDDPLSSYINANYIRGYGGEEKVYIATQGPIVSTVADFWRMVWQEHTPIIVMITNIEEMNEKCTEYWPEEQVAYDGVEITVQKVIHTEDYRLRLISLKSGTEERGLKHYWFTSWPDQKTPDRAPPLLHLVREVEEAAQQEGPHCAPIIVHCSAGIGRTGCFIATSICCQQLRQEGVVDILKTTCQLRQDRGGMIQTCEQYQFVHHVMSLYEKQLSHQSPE
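Assay system: isolated STEP enzyme / Timing: 20 min at room temperature, dark / Doses: 20 µM, 1% DMSO / Technique: fluorescence intensity, excitation 480 nm, emission 540 nm / Reagent: fluorogenic phosphatase substrate OMFP at 25 µM final / Measure: percent inhibition scaled to no-enzyme and uninhibited-enzyme controls, plate-pattern corrected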
CSN inh = inhibitors of CSN-mediated cullin deneddylation, primary screen, biochemical, fluorescence polarization, uHTS. inhibition, % at 12.5 µM. 0.38% of 360,000 active. AID 651999, 2013. Purified CSN, SCF-Nedd8-OG deneddylation;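 active = pattern-corrected inhibition above about 35%, with an unprinted fluorescence ratio check between 0.5 and 1.5, limit read from the data, passing the limit was not always enough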;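 also: 0% = enzyme with substrate and 100% = substrate without enzyme; some results filed as inactive read as strong as hits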
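Assay system: purified human Csn5 enzyme expressed in HEK293T cells; Input: 0.24 nM Csn5 enzyme, final concentration; Reagent: 10 nM SCFSkp2-Nedd8OG; Compound dosing: 12.5 µM single point; Times: reaction 90 min, room temperature; Technique: fluorescence polarization readout.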
Rpn11 block = Rpn11 (PSMD14) deubiquitinase inhibitors, primary screen, biochemical, fluorescence polarization, uHTS; human 26S proteasome, Ub4-pepOG fluorescence polarization; 20S core pre-blocked with epoxomicin; calls only at 20 µM; AID 588493, 2011; 0.59% of 360,000 active;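 active = inhibition at 20 µM, scaled to each plate's controls, above about 33%, limit read from the data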
LMPTP inh = LMPTP phosphatase inhibitors, primary screen, biochemical, fluorescence intensity, uHTS | AID 651560, 2012 | 0.22% of 360,000 active | recombinant LMPTP-A, OMFP fluorogenic substrate | inhibition, % at 20 µM;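 active = compounds that cut the enzyme signal by at least half of the control window in the single-dose screen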;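 also: plate controls were DMSO wells with enzyme plus substrate for no effect and substrate without enzyme for full effect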
Target sequence (P24666 whole entry, looked up): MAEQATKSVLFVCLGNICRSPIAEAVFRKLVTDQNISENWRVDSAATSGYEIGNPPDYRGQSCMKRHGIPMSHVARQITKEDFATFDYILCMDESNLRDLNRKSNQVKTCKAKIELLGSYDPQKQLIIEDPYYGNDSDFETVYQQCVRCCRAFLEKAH
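Material: LMPTP-A; amount: 0.625 nM enzyme; doses: single 20 µM dose; times: reaction 50 min, room temperature, dark; technique: fluorescence intensity of OMFP turnover product; benchmarks: no-enzyme and uninhibited controls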
An asterisk follows results filed as active.

CCn1cc([C@@H]2C[C@H]3CN(Cc4cccc(Cl)c4)C(=O)[C@]34CCCN24)cn1 was read as PABP1 MLLE inh 4, SUMO1 PPI mod 0, DNMT1 block 2, Tb MetRS inh 0.6, Scp-1 inhibitor -3, NadD inh -6, STEP inh -1, CSN inh -16, Rpn11 block inactive and LMPTP inh 0.2.
For Cc1cc(C(=O)Nc2ccc(Cl)cc2)c2ccccc2n1 the results were PABP1 MLLE inh 2, SUMO1 PPI mod 2, DNMT1 block 3, Tb MetRS inh 0.2, Scp-1 inhibitor 0, NadD inh 5, STEP inh 1, CSN inh -1, Rpn11 block inactive and LMPTP inh -0.8.
For O=[N+]([O-])c1cc(Cl)cc(/C=N\Nc2ccccn2)c1O the results were PABP1 MLLE inh 5, SUMO1 PPI mod -19, DNMT1 block -5, Tb MetRS inh -1.0, Scp-1 inhibitor -12, NadD inh 12, STEP inh 6, CSN inh 1, Rpn11 block inactive and LMPTP inh 3.6.
`CCn1cc(C(=O)O)c(=O)c2cc(F)c(N3CCN(C(=S)Nc4ccccc4OC)CC3)cc21` gave PABP1 MLLE inh -72, SUMO1 PPI mod 2, DNMT1 block 1, Tb MetRS inh -0.8, Scp-1 inhibitor 1, NadD inh 4, STEP inh 1, CSN inh 1, Rpn11 block inactive and LMPTP inh 22.
Screening CCc1n[nH]c(=S)n1/N=C/c1ccc(-c2ccc(Br)cc2)o1 returned PABP1 MLLE inh -117, SUMO1 PPI mod 6, DNMT1 block 3, Tb MetRS inh -0.9, Scp-1 inhibitor -23, NadD inh 2, STEP inh -2, CSN inh 3, Rpn11 block inactive and LMPTP inh 0.1.
`CCN1CCN(C(=O)C(C)Oc2ccc(S(=O)(=O)N3CCCC3)cc2C(N)=O)CC1` (stereo not drawn) gave PABP1 MLLE inh -3, SUMO1 PPI mod 0, DNMT1 block -2, Tb MetRS inh -0.1, Scp-1 inhibitor -10, NadD inh -2, STEP inh 1, CSN inh -2, Rpn11 block inactive and LMPTP inh -1.1.
For CCCOc1ccc(NC(=O)OC2CCN(C)CC2)cc1 the results were PABP1 MLLE inh 4, SUMO1 PPI mod 2, DNMT1 block 2, Tb MetRS inh 1.1, Scp-1 inhibitor -9, NadD inh -7, STEP inh 2, CSN inh 0, Rpn11 block inactive and LMPTP inh -2.3.
For Cc1ccc(CC(=O)Nc2ccc(S(=O)(=O)N3CCOCC3)cc2)cc1C the results were PABP1 MLLE inh -10, SUMO1 PPI mod 0, DNMT1 block -4, Tb MetRS inh -0.4, Scp-1 inhibitor 0, NadD inh -6, STEP inh -2, CSN inh -4, Rpn11 block inactive and LMPTP inh 0.5.
CC(=O)N1C(C)(C)CC(=NOC(=O)c2ccccc2)CC1(C)C was read as PABP1 MLLE inh -9, SUMO1 PPI mod -3, DNMT1 block 1, Tb MetRS inh -0.3, Scp-1 inhibitor -24, NadD inh 5, STEP inh -2, CSN inh 13, Rpn11 block inactive and LMPTP inh -0.6.
Clc1ccc(-c2nnc(-c3ccccc3)nc2-c2c[nH]c3ccccc23)cc1 was read as PABP1 MLLE inh 17, SUMO1 PPI mod 0, DNMT1 block 21, Tb MetRS inh 0.2, Scp-1 inhibitor -9, NadD inh 26, STEP inh 2, CSN inh -4, Rpn11 block inactive and LMPTP inh 2.0.
For CCOc1ccc(NN=C(C(=O)OC)C(=O)OC)c([N+](=O)[O-])c1 the results were PABP1 MLLE inh 1, SUMO1 PPI mod -23, DNMT1 block 2, Tb MetRS inh -0.5, Scp-1 inhibitor -4, NadD inh -1, STEP inh -1, CSN inh -3, Rpn11 block inactive and LMPTP inh 0.2.
`CCc1ccc(NC(=O)CSc2ccc(-c3ccccn3)nn2)cc1` gave PABP1 MLLE inh 11, SUMO1 PPI mod -3, DNMT1 block 1, Tb MetRS inh -0.5, Scp-1 inhibitor 7, NadD inh 3, STEP inh 1, CSN inh -3, Rpn11 block inactive and LMPTP inh -0.5.
For CC(=O)c1ccc(OCC(O)CN2CCN(CCO)CC2)cc1 (stereo not drawn) the results were PABP1 MLLE inh 10, SUMO1 PPI mod 10, DNMT1 block 2, Tb MetRS inh 0.6, Scp-1 inhibitor -6, NadD inh 1, STEP inh -4, CSN inh -3, Rpn11 block inactive and LMPTP inh -3.9.
CN1CCN(C(=O)/C(=C/c2ccccc2F)NC(=O)c2ccccc2)CC1 was read as PABP1 MLLE inh 2, SUMO1 PPI mod 0, DNMT1 block 1, Tb MetRS inh -0.5, Scp-1 inhibitor 3, NadD inh -4, STEP inh -2, CSN inh -1, Rpn11 block inactive and LMPTP inh -1.1.
For NC(=O)COC(=O)c1ccc(C(=O)C(=O)c2ccccc2)cc1 the results were PABP1 MLLE inh 3, SUMO1 PPI mod -7, DNMT1 block 0, Tb MetRS inh -1.9, Scp-1 inhibitor 1, NadD inh -1, STEP inh 1, CSN inh -7, Rpn11 block inactive and LMPTP inh 4.9.

The final 2 records of the part before lead into the next.
CN1CCN(C(=O)/C(=C/c2ccccc2F)NC(=O)c2ccccc2)CC1 was read as PABP1 MLLE inh 2, SUMO1 PPI mod 0, DNMT1 block 1, Tb MetRS inh -0.5, Scp-1 inhibitor 3, NadD inh -4, STEP inh -2, CSN inh -1, Rpn11 block inactive and LMPTP inh -1.1.
For NC(=O)COC(=O)c1ccc(C(=O)C(=O)c2ccccc2)cc1 the results were PABP1 MLLE inh 3, SUMO1 PPI mod -7, DNMT1 block 0, Tb MetRS inh -1.9, Scp-1 inhibitor 1, NadD inh -1, STEP inh 1, CSN inh -7, Rpn11 block inactive and LMPTP inh 4.9.
Screening O=C(CCNC(=O)c1ccccc1Cl)Nc1ccc(Cl)c(C(F)(F)F)c1 returned PABP1 MLLE inh -7, SUMO1 PPI mod 0, DNMT1 block 32, Tb MetRS inh -0.2, Scp-1 inhibitor -3, NadD inh -4, STEP inh -2, CSN inh 1, Rpn11 block inactive and LMPTP inh 1.2.
C[C@H](NC(=O)CC[C@H]1O[C@@H](n2ccc(=O)[nH]c2=O)[C@H](O)[C@@H]1O)c1cccc2ccccc12 was read as PABP1 MLLE inh 3, SUMO1 PPI mod 2, DNMT1 block -2, Tb MetRS inh -0.4, NadD inh -3, STEP inh -1, CSN inh 9, Rpn11 block inactive and LMPTP inh -2.6.
Screening COc1ccc2[nH]c3c(c2c1)CCN1C(=O)C(CC(=O)NCCCn2ccnc2)C[C@H](C(=O)N2CCOCC2)[C@@]31CCC1CCCC1 (stereo partly drawn) returned PABP1 MLLE inh 0, SUMO1 PPI mod -1, DNMT1 block 0, Tb MetRS inh -1.1, Scp-1 inhibitor 4, NadD inh 11, STEP inh -2, CSN inh 0, Rpn11 block inactive and LMPTP inh -7.4.
Screening O=C(COC(=O)c1cccc(Br)c1)Nc1cccc(S(=O)(=O)N2CCCCC2)c1 returned PABP1 MLLE inh -9, SUMO1 PPI mod -4, DNMT1 block 5, Tb MetRS inh 0.5, NadD inh -4, STEP inh 0, CSN inh 0, Rpn11 block inactive and LMPTP inh 1.9.
For NC(=O)c1cc(C(=O)Cc2ccccc2)c[nH]1 the results were PABP1 MLLE inh -2, SUMO1 PPI mod 2, DNMT1 block 0, Tb MetRS inh -0.9, Scp-1 inhibitor -3, NadD inh -2, STEP inh -2, CSN inh 3, Rpn11 block inactive and LMPTP inh -0.3.
`COC(=O)/C(=C/c1ccccc1)NC(=O)c1ccco1` gave PABP1 MLLE inh -14, SUMO1 PPI mod 2, DNMT1 block 4, Tb MetRS inh -0.3, Scp-1 inhibitor -5, NadD inh -7, STEP inh 0, CSN inh -15, Rpn11 block inactive and LMPTP inh -2.2.
COc1cc(C(=S)N2CCN(C(c3ccccc3)c3ccccc3)CC2)cc(OC)c1O was read as PABP1 MLLE inh 36, SUMO1 PPI mod 11, DNMT1 block -13, Tb MetRS inh -0.6, Scp-1 inhibitor -2, NadD inh 9, STEP inh 8, CSN inh 3, Rpn11 block inactive and LMPTP inh 2.1.
CC(C)CCNC(=O)NC(=O)COc1ncnc2sccc12 was read as PABP1 MLLE inh -6, SUMO1 PPI mod -1, DNMT1 block 1, Tb MetRS inh -2.1, Scp-1 inhibitor -3, NadD inh -4, STEP inh 2, CSN inh 6, Rpn11 block inactive and LMPTP inh 0.3.
Screening CC1CCN(C(=O)c2ccc(SCc3ccccc3F)c([N+](=O)[O-])c2)CC1 returned PABP1 MLLE inh 15, SUMO1 PPI mod -22, DNMT1 block 3, Tb MetRS inh 0.3, Scp-1 inhibitor -12, NadD inh -10, STEP inh 1, CSN inh 1, Rpn11 block inactive and LMPTP inh 3.5.
O=C(NCCOc1ccccc1Cl)C(=O)c1c[nH]c2ccccc12 was read as PABP1 MLLE inh 0, SUMO1 PPI mod -7, DNMT1 block -2, Tb MetRS inh -0.6, Scp-1 inhibitor -12, NadD inh -8, STEP inh 0, CSN inh 3, Rpn11 block inactive and LMPTP inh 0.4.
`COc1cc(OC)cc(C(=O)Nc2c(C)nn(-c3ccccc3)c2C)c1` gave PABP1 MLLE inh 4, SUMO1 PPI mod -2, DNMT1 block 1, Tb MetRS inh -0.5, Scp-1 inhibitor -9, NadD inh -2, STEP inh -2, CSN inh 2, Rpn11 block inactive and LMPTP inh -0.5.
`CN(C)C(=O)C1(c2ccccc2)CCN(S(=O)(=O)c2ccccc2)CC1` gave PABP1 MLLE inh -11, SUMO1 PPI mod -2, DNMT1 block 1, Tb MetRS inh -1.3, Scp-1 inhibitor 3, NadD inh -1, STEP inh 2, CSN inh -5, Rpn11 block inactive and LMPTP inh -0.2.
For COc1ccccc1N1CCN(S(=O)(=O)c2ccc3c(c2)NC(=O)CS3)CC1 the results were PABP1 MLLE inh -11, SUMO1 PPI mod -1, DNMT1 block -3, Tb MetRS inh 0.6, Scp-1 inhibitor -5, NadD inh 8, STEP inh 0, CSN inh 1, Rpn11 block inactive and LMPTP inh 0.7.
`COc1cc(CN2CCC(C(=O)N3CCN(c4ccccc4F)CC3)CC2)ccc1O` gave PABP1 MLLE inh -3, SUMO1 PPI mod -3, DNMT1 block -5, Tb MetRS inh -0.1, Scp-1 inhibitor -5, NadD inh -2, STEP inh 0, CSN inh 5, Rpn11 block inactive and LMPTP inh -1.5.
